Screening results as filed in PubChem.
BRCA1 expr act: qHTS Assay to Identify Small Molecule Activators of BRCA1 Expression. 1.1% of 380,000 active. MCF7-BRCA1-FFLuc reporter, luminescence, 48 h; response scale: scaled: vehicle 0%, 10 µM genistein 100%. Potency, µM (highest dose often 46.1 µM), without a hit: at the highest dose activation, actives largely listed as activators; also: nearly all actives have a fitted effect of over 80% in size; some results filed as inactive show a strong effect at the top dose
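Using MCF7 cells harboring a BRCA1 firefly luciferase reporter, plated 2 h before compound pinning, the screen measured luminescence after 48 h incubation. Responses were normalized to DMSO and 10 microM genistein, then fitted for concentration-effect.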
Gal4-VP16 FLuc: VP16 counterscreen qHTS for inhibitors of ROR gamma transcriptional activity; Drosophila S2 Gal4-VP16 UAS-luciferase, luminescence, 20 h; Potency, µM (doses to about 53.6 µM), for inactives: top-dose activity, negative = inhibition, actives largely listed as inhibitors; 3.5% of 310,000 active; AID 2546, 2010;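 also: Gal4-VP16 expression switched on by copper sulfate through the metallothionein promoter; % is scaled to controls: 0 for no effect and ±100 for the full control effect; nearly all actives have a fitted effect of over 50% in size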
p53 reactivator: qHTS assay for re-activators of p53 using a Luc reporter. H1299 p53-A138V BP100-luciferase reporter, luminescence, 24 h. Potency, µM (series often up to 92.2 µM), without a hit: top-dose activity change, positive = activation, actives largely listed as activators. 0.063% of 320,000 active. AID 504706, 2011; also: % of control where 0% means no effect; nearly all actives have a fitted effect of over 45% in size
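H1299 (p53-null), stable ts p53-A138V + BP100-Luc; 1000 cells/well, Opti-MEM/10% FBS; cpd 4 pt, 1:5; 24 h, 37 deg C, 5% CO2; detection reagent 10 min RT; luminescence.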
uPA surface inh: qHTS for Inhibitors of Cell Surface uPA Generation | cell surface uPA generation assay, qHTS | 0.31% of 330,000 active | Potency, µM (highest dose often 38.3 µM), inactives show at the top dose activity change, negative = inhibition, actives largely listed as inhibitors | AID 540303, 2011; active = well fitted inhibition curve with a large enough effect; inconclusive = small, poorly fitted or top-dose-only effect; inactive = no such curve, though single readings can be large or run the other way; tested in mouse RAW 264.7 cells; also: % is scaled to controls: 0 for no effect and ±100 for the full control effect; nearly all actives have a fitted effect of over 55% in size
ELG1 genotox: qHTS screen for small molecules that induce genotoxicity in human embryonic kidney (HEK293T) cells expressing luciferase-tagged ELG1. HEK293T ELG1-luciferase reporter, luminescence, 16 h. Potency, µM (highest dose often 46 µM), inactives show at the highest dose activity change, positive = activation, hits mostly activators. 1.3% of 330,000 active; also: % of control where 0% means no effect; nearly all actives have a fitted effect of over 60% in size
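Step 1: seed 2,000 HEK293T ELG1-luciferase cells per well. Step 2: add compound or DMSO, incubate 16 hr at 37 °C. Step 3: ONE-Glo, 30 min at room temperature, read luminescence.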
FLuc modulator: qHTS profiling assay for firefly luciferase inhibitor/activator using purifed enzyme and Km concentrations of substrates (counterscreen for miR-21 project); Luciferin 4-monooxygenase (Photinus pyralis), P08659; purified FLuc, Km substrates, luminescence inhibition; Potency, µM (series often up to 57.5 µM), inactives show at the top dose activity change, negative = inhibition, hits mostly inhibitors; AID 588342, 2011; 6.9% of 360,000 active;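 also: plate controls were vehicle for no effect and reference inhibitor for full effect; nearly all actives have a fitted effect of over 55% in size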
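Purified P. pyralis luciferase (10nM final) with 10uM D-luciferin and 10uM ATP (Km levels) in 50mM Tris acetate pH 7.5, 10mM Mg acetate, 0.01% Tween-20, 0.05% BSA; qHTS 6-point titration, ~60 µM downward; luminescence read.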
MBNL1-CUG inh: qHTS Assay for Inhibitors of MBNL1-poly(CUG) RNA binding; Muscleblind-like protein 1 (Homo sapiens), Q9NR56; Potency, µM (top dose mostly 57.5 µM), for the others: at the highest dose activity change, negative = inhibition, hits mostly inhibitors; TR-FRET MBNL1-His/biotin-(CUG)12 binding, 665/545 ratio; 0.036% of 280,000 active; AID 2675, 2010; active = well fitted inhibition curve with a large enough effect in the signal ratio, with a control signal flat, not every such curve was filed as active; inconclusive = small, poorly fitted or top-dose-only effect, or effect the other way, or a change in a side signal; inactive = no such curve, though single readings can be large or run the other way; the % refers to the signal ratio; also: % is scaled to controls: 0 for no effect and ±100 for the full control effect
Target sequence (Q9NR56 whole entry, looked up): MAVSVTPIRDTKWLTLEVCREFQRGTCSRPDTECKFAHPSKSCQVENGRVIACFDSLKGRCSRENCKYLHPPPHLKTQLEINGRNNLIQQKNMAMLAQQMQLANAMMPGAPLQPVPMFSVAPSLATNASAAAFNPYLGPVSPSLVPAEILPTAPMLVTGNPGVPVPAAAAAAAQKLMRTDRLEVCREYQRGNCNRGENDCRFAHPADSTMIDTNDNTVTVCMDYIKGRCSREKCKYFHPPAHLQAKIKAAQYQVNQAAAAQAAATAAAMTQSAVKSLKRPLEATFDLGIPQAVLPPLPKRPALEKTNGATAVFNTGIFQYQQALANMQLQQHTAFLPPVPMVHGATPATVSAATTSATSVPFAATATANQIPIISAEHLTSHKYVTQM
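TR-FRET between His-tagged MBNL1 and biotin-(CUG)12 RNA, detected with Tb anti-His antibody (0.055 ng/ul) and streptavidin-XL665 (5 nM), 60 min at room temperature. Compounds titrated 92 nM to 58 uM; 665/545 nm ratio normalized to buffer and complex controls.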
Rab9 prom act: qHTS Assay for Rab9 Promoter Activators; Huh7 Rab9 promoter-luciferase reporter, luminescence, 24 h; Potency, µM (titrated, usually from 9.22 µM), without a hit: top-dose activation, negative = inhibition, most hits filed as activators; 2.8% of 320,000 active; AID 485297, 2010; also: % of control where 0% means no effect; nearly all actives have a fitted effect of over 60% in size
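Stable Rab9-luc Huh7, 1500 cells/well, 2 h settle; cmpd in DMSO, 24 h, 37 °C/5% CO2; luciferase reagent 10 min RT; luminescence.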
RORgamma inh: qHTS for inhibitors of ROR gamma transcriptional activity. Drosophila S2 Gal4-RORgamma UAS-luciferase reporter, 20 h. Potency, µM (series often up to 53.6 µM), inactives show top-dose activity change, negative = inhibition, most hits filed as inhibitors. AID 2551, 2010. 5.4% of 310,000 active. Nuclear receptor ROR-gamma (Mus musculus), P51450; also: % is scaled to controls: 0 for no effect and ±100 for the full control effect; nearly all actives have a fitted effect of over 60% in size
Target sequence (P51450 whole entry, looked up, the tested form may be a part): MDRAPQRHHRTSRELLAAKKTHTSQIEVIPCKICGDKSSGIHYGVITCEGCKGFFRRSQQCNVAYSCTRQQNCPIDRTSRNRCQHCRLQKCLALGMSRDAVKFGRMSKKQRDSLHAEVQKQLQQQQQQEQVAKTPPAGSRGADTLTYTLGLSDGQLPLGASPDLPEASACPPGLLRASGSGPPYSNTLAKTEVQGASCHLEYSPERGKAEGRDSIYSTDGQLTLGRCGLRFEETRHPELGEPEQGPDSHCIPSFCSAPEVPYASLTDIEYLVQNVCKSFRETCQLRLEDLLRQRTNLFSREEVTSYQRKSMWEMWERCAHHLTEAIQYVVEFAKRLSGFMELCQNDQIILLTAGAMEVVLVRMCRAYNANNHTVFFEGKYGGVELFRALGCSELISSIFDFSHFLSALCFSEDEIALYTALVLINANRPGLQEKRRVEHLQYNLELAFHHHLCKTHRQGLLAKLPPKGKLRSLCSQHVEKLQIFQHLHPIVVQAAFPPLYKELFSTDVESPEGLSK
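Stable Schneider cell line, Gal4 DNA-binding domain fused to ROR gamma, UAS-luciferase. Cmpd 1 hr RT → CuSO4 700 uM final → 20 hr RT → luciferase reagent 10 min → luminescence.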
NPC1 prom act: qHTS Assay for NPC1 Promoter Activators; Huh7 NPC1 promoter luciferase reporter, 24 h; Potency, µM (top dose mostly 9.22 µM), inactives show at the top dose activation, most hits filed as activators; 2.4% of 320,000 active;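 also: % of control where 0% means no effect; nearly all actives have a fitted effect of over 60% in size; reporter is driven by a mutant NPC1 promoter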
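Luciferase expression driven by the NPC1 promoter was measured in stably transfected Huh7 cells after a 24 h compound incubation, using a luciferase reagent and a luminescence read.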
Numbers without * were called inactive; ? = inconclusive; nt = no result given; [ ] = another dose, or the depositor's remark. Unless noted, calls follow the shape of the dose curve; as a rule, active = well fitted curve in the direction sought with a large enough effect; inconclusive = small, poorly fitted or top-dose-only effect, or another doubt; inactive = no such curve, though single readings can be large; an effect the other way counts as inactive or inconclusive. Potency is read from the fitted curve at half-maximal effect. Compounds were not picked by outcome; 13% or so of the library scored in one or more.

SMILES	BRCA1 expr act	Gal4-VP16 FLuc	p53 reactivator	uPA surface inh	ELG1 genotox	FLuc modulator	MBNL1-CUG inh	Rab9 prom act	RORgamma inh	NPC1 prom act
COc1cccc(NC(=O)C2CCCN(S(=O)(=O)c3cccc4cccnc34)C2)c1 (stereo unspecified)	7%	-7%	-11%	10%	-7%	7%	-2%	2%	41%	2%
Cc1ccc(NC(=O)c2ccc(NC(=O)C3CCCCC3C(=O)O)cc2)cc1 (stereo unspecified)	0%	-9%	24%	7%	11%	17µM*	-2%	-1%	0%	-3%
O=C(Nc1ccccc1C(F)(F)F)c1ccc(F)c(S(=O)(=O)N2CCOCC2)c1	24%	19%	-5%	3%	-4%	4%	-5%	-5%	17%	0%
O=C(CSc1nncs1)NC(=O)NCc1ccccc1	4%	-7%	-7%	0%	-4%	2%	-7%	-2%	2%	-1%
O=C(CC1C(=O)N(Cc2ccccc2)C(=S)N1CCN1CCOCC1)Nc1ccc(F)cc1 (stereo unspecified)	-30%	-4%	7%	2%	-6%	5%	-6%	-9%	5%	-3%
COc1cccc(N2C(=O)C(CC(=O)Nc3ccccc3)N(C3CCCCC3)C2=O)c1 (stereo unspecified)	-9%	-3%	-4%	nt	-5%	5%	-28%	9%	27%	1%
Cc1nc2c(C(=O)N3CCOCC3)cnn2c(C)c1Cc1cccc(Cl)c1	nt	9%	-18%	nt	0%	3%	-5%	0%	0%	-2%
CCCCn1c(-c2ccncc2)nc2c1c(=O)[nH]c(=O)n2CC(C)C	-7%	-6%	-17%	-1%	1%	1%	6%	-5%	-4%	-1%
Cn1c(=O)n(CC#N)c2ccccc21	1%	4%	-1%	2%	0%	0%	-15%	-4%	-16%	-1%
Cc1ccc(Cl)cc1NC(=O)C1CCN(S(C)(=O)=O)CC1	24%	3%	1%	1%	-1%	7%	-4%	-8%	-9%	-7%
COCCOC(=O)c1[nH]c2c(c1C)C(=O)CC(c1ccc(N(C)C)cc1)C2 (stereo unspecified)	18%	?	7%	2%	-6%	?	-5%	8%	62%	11%
CCCCN(C(=O)c1ccc(OC(F)(F)F)cc1)c1c(N)n(CCC)c(=O)[nH]c1=O	-15%	-5%	0%	7%	0%	-3%	-2%	0%	15%	-2%
COc1ccc(-c2[nH]ncc2CN2CCC(N3CCSCC3)CC2)c(F)c1	?	7%	-2%	3%	0%	1%	4%	-2%	-1%	-2%
CC1=C(C(=O)Nc2cccc(C(=O)NC(C)C)c2)SCCO1	-1%	0%	-1%	1%	0%	-5%	-5%	-2%	3%	1%
CSc1ccc(/C=C/C(=O)N2CCN(c3ccccn3)CC2)cc1	62%	-27%	3%	-20%	3%	13µM*	6%	0%	13µM*	4%
CCOC(=O)c1cc(S(=O)(=O)Nc2cccc(OC)c2)cn1C	-14%	?	14%	-6%	-6%	0%	-3%	0%	?	-7%
COC(=O)c1c(NC(=O)c2ccccc2F)sc2c1C(C(=O)OC)CC2 (stereo unspecified)	-6%	6%	nt	29%	1%	?	2%	18%	?	14%
Cc1ccc(-n2c(N)c(C#N)c(-c3ccc(Cl)cc3)c(C#N)c2=O)cc1	-52%	-6%	6%	-11%	1%	2%	?	6%	-10%	-1%
CC(C)Oc1ccc(S(=O)(=O)N2CCOCC2)cc1NC(=O)Cc1ccsc1	-16%	nt	-3%	7%	-2%	nt	nt	nt	nt	nt
C=CCOc1ccccc1CN1CCC(C(=O)Nc2cccc(-c3ccn[nH]3)c2)CC1	15%	-14%	3%	-19%	-2%[9.26 µM]	0%	1%	-3%	-25%	-2%
COc1cc(Nc2cccc[n+]2C)cc(OC)c1OC	-9%	1%	3%	2%	-2%	-2%	-2%	2%	17%	1%
CC1=C(C(=O)OC(C)C)C(c2coc3ccccc3c2=O)C2=C(CCCC2=O)N1 (stereo unspecified)	-35%	7%	-5%	-2%	9%	11%	6%	6%	7%	-2%
Cc1nc(C)n(CC(O)COc2ccc3c(c2)CCC3)n1 (stereo unspecified)	8%	4%	-5%	5%	1%	4%	-3%	-3%	13%	-1%
c1ccc(-c2ncc3c(ccc4ccccc43)n2)cc1	-13%	?	?	1%	0.65µM*	0.085µM*	-11%	0.79µM*	?	4µM*
CC1CCCN(C(=O)COC(=O)COc2ccc(Cl)cc2)C1 (stereo unspecified)	-5%	nt	-9%	4%	1%	nt	nt	nt	nt	nt
CC(NC(=O)CN1CCc2ccccc21)c1ccccc1 (stereo unspecified)	4%	12%	-10%	3%	0%	1%	-4%	-1%	3%	4%
O=C(NCCCN1CCOCC1)c1cc(-c2ccc(Cl)s2)nc2ccccc12	-19%	nt	-7%	2%	-8%	-15%	nt	0%	nt	-1%
Clc1ccccc1N=C1SCCS1	-5%	6%	-1%	1%	3%	-15%	-3%	-3%	?	?
Cc1c(C(=O)Nc2ccccn2)oc2ccccc12	2%	-14%	?	nt	?	4.3µM*	-6%	?	?	?
Cc1ccccc1NC(=O)C1CCCN(S(=O)(=O)c2cnc[nH]2)C1 (stereo unspecified)	4%	6%	1%	1%	0%	4%	-6%	1%	18%	0%
COc1ccccc1C(=O)N/C(=C/c1ccc(Br)cc1)C(=O)NCC(=O)O	1%	-3%	-1%	8%	0%	-13%	?	7%	32%	-2%
CCOC(=O)Cc1[nH]nc2c1C(c1cc(OC)ccc1OC)C(C#N)=C(N)O2 (stereo unspecified)	16%	1%	1%	nt	0%	-5%	0%	18%	-3%[10 µM]	7%
C=CCc1ccc(OCCCOc2ccc(C)cc2OC)c(OC)c1	-9%	?	0%	8%	-5%	?	4%	14%	-5%	3%
CC(=O)NC12CC3CC(C1)CC(C(=O)Nc1nccs1)(C3)C2	-27%	-3%	3%	2%	-3%	1%	1%	-1%	-11%	-6%
Cc1csc(SCC(=O)c2c(N)n(CC(C)C)c(=O)n(C)c2=O)n1	-50%	3%	5%	nt	-11%	-4%	-15%	-18%	9%	1%
CN(C)S(=O)(=O)c1ccc(C(=O)Nc2ccc(CCC(=O)N3CCCC3)cc2)cc1	-35%	-9%	4%	-1%	-4%	-17%	2%	-8%	17%	1%
O=C(NCCC1=CCCCC1)c1ccc(Cl)c(S(=O)(=O)N2CCCCC2)c1	1%	?	3%	-17%	-3%	-14%	1%	-20%	?	-13%
Cc1ccc(C(=O)NN2C(=O)C3C4C=CC(C4)[C@@H]3C2=O)cc1 (stereo partly specified)	25%	-5%	5%	4%	5%	-12%	-8%	12%	-17%	6%
CCOc1cc2[nH]c(=S)n(Cc3ccc(C(=O)NCCOC)cc3)c(=O)c2cc1OCC	0%	-3%	2%	1%	1%	1%	1%	0%	-44%	1%
CCOc1ccc(NC(=O)CCNC(=O)c2ccco2)cc1	0%	-7%	2%	1%	9%	-5%	-3%	-3%	-10%	0%
c1ccc(N2CCN(c3nnnn3-c3ccccc3)CC2)cc1	12%	-9%	-2%	-1%	3%	11%	1%	-2%	5%	-15%
O=C(CN(c1cc(C(F)(F)F)ccc1Cl)S(=O)(=O)c1ccccc1)NCc1cccnc1	-16%	0%	-19%	-14%	-10%	8%	0%	1%	23%	-8%
O=C(c1cc2ccccc2oc1=O)N(Cc1cccs1)Cc1ccccc1Cl	0%	2%	?	1%	-1%	?	5%	1%	33%	10%
COc1ccc(OCC(=O)Nc2nnc(C)s2)cc1	0%	-2%	?	4%	4%	-13%	-4%	1%	13%	0%
COc1ccc2[nH]c3c(NCCC4=CCCCC4)ncnc3c2c1	0%	7.1µM*	18%	-19%	-3%	11µM*	-2%	-16%	?	-23%
O=C(NNS(=O)(=O)c1ccc(Cl)cc1)c1cccs1	-2%	5%	0%	-4%	0%	2%	-6%	6%	2%	-3%
CC(C)(C)NC(=O)C(c1ccncc1)N(Cc1cccs1)C(=O)Cn1nnc(-c2ccc(F)cc2)n1 (stereo unspecified)	-55%	-3%	-5%	-12%	6%	4%	5%	-4%	28%	-4%
COc1ccc(Nc2nc3ccccc3nc2-n2nc(C)cc2C)cc1	-25%	2%	-1%	3%	2%	3%	0%	-4%	6%	0%
CC(C)CNC(=O)C1CCN(S(=O)(=O)c2ccc(-n3cnnn3)cc2)CC1	-12%	-4%	2%	0%	1%	2%	-1%	-2%	-2%	-1%
